# TSG101-PTAP inh = blocks PTAP/TSG101 interaction to inhibit HIV-1 budding; Fluorescence polarization, FITC-PTAP peptide / Tsg101 binding; Potency, µM (highest dose often 115 µM), inactives show at the highest dose activity change, negative = inhibition, actives largely listed as inhibitors; 340,000 tested, under 10 active; AID 493005; active = well fitted inhibition curve with a large enough effect in the main read-out, with a control signal flat, not every such curve was filed as active; inconclusive = small, poorly fitted or top-dose-only effect, or effect the other way, or a change in a side signal; inactive = no such curve, though single readings can be large or run the other way; note: potency is the fitted concentration of half-maximal effect; % of control where 0% means no effect
# Target sequence (Q99816 whole entry, looked up): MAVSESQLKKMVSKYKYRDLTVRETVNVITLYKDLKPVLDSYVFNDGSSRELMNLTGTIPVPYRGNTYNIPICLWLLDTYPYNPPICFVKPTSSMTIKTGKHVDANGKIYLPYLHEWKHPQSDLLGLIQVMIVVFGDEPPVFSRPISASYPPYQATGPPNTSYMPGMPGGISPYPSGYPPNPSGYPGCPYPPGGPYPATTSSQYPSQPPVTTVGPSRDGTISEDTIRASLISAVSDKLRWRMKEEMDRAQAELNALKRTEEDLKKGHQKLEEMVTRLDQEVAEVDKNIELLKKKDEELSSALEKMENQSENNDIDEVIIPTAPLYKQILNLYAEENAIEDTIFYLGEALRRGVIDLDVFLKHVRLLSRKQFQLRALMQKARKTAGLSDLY
#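 FP read-out: FITC-PTAP peptide, 50 nM final, binding Tsg101 binding domain, 10 uM final; 20 min, r.t.; 10 mM HEPES pH 7.5, 0.15 M NaCl, 0.01% Tween 20, 3 mM EDTA, 0.1 mM TCEP.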
# TCR activator = T cell receptor activation; 330,000 tested, under 10 active; AID 504894; primary human leukocytes, anti-CD3, IL-2 HTRF, 48 h; Potency, µM (series often up to 9.22 µM), for inactives: top-dose activation of IL-2 secretion, hits mostly activators; note: % of control where 0% means no effect
#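 Human primary leukocytes + a-CD3 beads + cpd, 48 hr; IL-2 in supernatant by HTRF (ex 320nm / em 665nm). No co-stimulatory signal supplied.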
# TSHR antagonist = blocks TSH signaling through the human TSH receptor; P16473; TSHR-expressing cells, TSH-stimulated cAMP HTRF, 2 h; active compounds read low; activity change, negative = inhibition, % at 11.5 µM; 330,000 tested, 0.2% active; AID 504810;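 active = activity change below a set negative limit, meaning inhibition stronger than a set level, cut at about -70% in these data; inconclusive = activity change between two set negative limits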; note: % is set by controls: 0 for no effect and ±100 for the full control effect
#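 Freshly harvested TSHR cells receive pin-tooled compound, then EC80 TSH at 4nM final. After 2 hours at 37 deg C, antibody in lysis buffer and cAMP-d2 are added; 30 minutes at ambient temperature precede the HTRF read.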
# Tb PFK block = inhibitors of T. brucei phosphofructokinase; O15648; T. brucei PFK, ADP-Glo luminescence; Potency, µM (highest dose often 57.5 µM), for inactives: at the highest dose activity, negative = inhibition, usual class: inhibitors; 330,000 tested, 0.17% active; AID 485367;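 note: potency is the fitted concentration of half-maximal effect; 0% = uninhibited 1x PFK enzyme wells and -100% = no-enzyme wells; nearly all actives have a fitted effect of over 60% in size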
#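 PFK 1.25 nM, F6P 0.5 mM, ATP 0.1 mM, 0.1 M TEA pH 8.0, 5 mM MgCl2, 0.01% Tween20, 0.1% BSA; 45 min RT. ADP-Glo readout. qHTS titration up to 57 uM; curves fitted, compounds curve-classed.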
# BCR signal inh = blocks chronic active B-cell receptor signaling; Potency, µM (doses to about 46.1 µM), without a hit: at the highest dose ratio change, negative = lower green/red ratio, usual class: inhibitors; 340,000 tested, 0.05% active; ABC-DLBCL IkBa-CBG/CBR reporter, luminescence ratio, 4 h; active = well fitted inhibition curve with a large enough effect in the signal ratio, with a control signal flat, not every such curve was filed as active; inconclusive = small, poorly fitted or top-dose-only effect, or effect the other way, or a change in a side signal; the % refers to the signal ratio;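 note: potency is the fitted concentration of half-maximal effect; plate controls were basal doxycycline-induced cells for no effect and cells given 10 µM MG132 for full effect; MG132 reads +100%, hits lower the ratio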
#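 Cell line TMD8 (human ABC DLBCL), stably expressing tet-inducible CBG68-IkBa fusion and CBR; IMDM/0.5% FBS; cpd up to 46 uM; dox induction, 4 h, 37C/5% CO2; dual luminescence; green/red ratio; MG132 control.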
# B2AR arrestin = agonists driving beta-arrestin recruitment to human beta2-adrenergic receptor. beta-arrestin recruitment to beta2AR, cell-based reporter. Potency, µM (series often up to 46.1 µM), without a hit: top-dose activation, actives largely listed as activators. 330,000 tested, 0.02% active. AID 492947;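 note: potency is the fitted concentration of half-maximal effect; 0% = DMSO controls and full agonism = EC100 isoproterenol or metaproterenol; nearly all actives have a fitted effect of over 65% in size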
# USP2a inh = blocks human ubiquitin-specific protease USP2a. O75604. USP2 core, Ub-CHOP2 coupled fluorogenic reporter, 485/531. Potency, µM (highest dose often 38.3 µM), inactives show at the highest dose activity change, negative = inhibition, usual class: inhibitors. 330,000 tested, 0.01% active. AID 463254;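 note: potency is the fitted concentration of half-maximal effect; plate controls were DMSO wells for no effect and full inhibition by NEM control for full effect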
#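 USP2 core (10nM final) preincubated 30min RT with compound in 20mM Tris-HCl pH 8.0, 2mM CaCl2, 2mM beta-mercaptoethanol, 0.05% CHAPS; 25nM Ub-CHOP2 plus 25nM reporter substrate added, fluorescence (Ex485/Em531) read after 60min.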
# Eya2 phos inh = inhibitors of human Eya2 phosphatase activity; recombinant Eya2, OMFP fluorescence dephosphorylation (OMFP is methylfluorescein phosphate); Potency, µM (doses to about 76.9 µM), for inactives: at the top dose activity, negative = inhibition, most hits filed as inhibitors; 330,000 tested, 0.006% active; note: potency is the fitted concentration of half-maximal effect; % is set by controls: 0 for no effect and ±100 for the full control effect
# Target sequence (O00167 whole entry, looked up): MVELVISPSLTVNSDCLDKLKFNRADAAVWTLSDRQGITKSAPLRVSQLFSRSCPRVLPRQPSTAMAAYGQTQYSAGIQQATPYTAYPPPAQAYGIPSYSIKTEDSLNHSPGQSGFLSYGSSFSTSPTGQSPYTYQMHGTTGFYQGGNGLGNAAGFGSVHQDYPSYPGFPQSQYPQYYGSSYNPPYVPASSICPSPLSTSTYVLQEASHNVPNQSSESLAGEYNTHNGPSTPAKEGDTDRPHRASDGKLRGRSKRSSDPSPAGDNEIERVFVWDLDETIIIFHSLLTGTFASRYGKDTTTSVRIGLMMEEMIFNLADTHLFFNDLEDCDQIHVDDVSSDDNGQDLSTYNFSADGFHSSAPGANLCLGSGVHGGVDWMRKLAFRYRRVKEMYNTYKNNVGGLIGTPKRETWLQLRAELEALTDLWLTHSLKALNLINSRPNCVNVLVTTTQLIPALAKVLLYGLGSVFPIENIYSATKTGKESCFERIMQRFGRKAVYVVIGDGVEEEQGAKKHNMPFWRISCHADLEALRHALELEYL
#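 Eya2 protein (added as 0.2 uM solution) was preincubated with compound for 10 min at ambient temperature in 50 mM HEPES pH 7.5, 50 mM NaCl, 5 uM MgCl2, 0.05% BSA, 1 mM DTT. OMFP (added at 50 uM) then reacted 10 min; fluorescence read at 485/525 nm.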
# ELG1 DNA repair = ELG1-dependent DNA repair inhibition; AID 504467; HEK293T ELG1-luciferase reporter, luminescence, 16 h; DNA damage induced by 5-fluorouridine; 330,000 tested, 2.3% active; Potency, µM (titrated, usually from 46.1 µM), for inactives: top-dose activity change, negative = inhibition, usual class: inhibitors; note: potency is the fitted concentration of half-maximal effect; % is set by controls: 0 for no effect and ±100 for the full control effect; nearly all actives have a fitted effect of over 55% in size
#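 Reporter activity after DNA damage by 5-fluorouridine is monitored. Compound-treated cells incubate 16 hr at 37 °C, then ONE-Glo is added for 30 min before luminescence reading.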
# uPA surface inh = blocks generation of uPA at the cell surface; cell surface uPA generation assay, qHTS; Potency, µM (top dose mostly 38.3 µM), without a hit: at the highest dose activity change, negative = inhibition, usual class: inhibitors; 330,000 tested, 0.31% active; active = well fitted inhibition curve with a large enough effect; inconclusive = small, poorly fitted or top-dose-only effect; inactive = no such curve, though single readings can be large or run the other way; tested in mouse RAW 264.7 cells; note: potency is the fitted concentration of half-maximal effect; % is set by controls: 0 for no effect and ±100 for the full control effect; nearly all actives have a fitted effect of over 55% in size
# Mito fusion yeast = mitochondrial division inhibition or fusion activation; S. cerevisiae fusion-defective mutant growth rescue, CellTiterGlo 48 h; Potency, µM (doses to about 46.1 µM), inactives show at the top dose growth rescue (activation), actives largely listed as activators; 320,000 tested, 0.23% active;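 note: potency is the fitted concentration of half-maximal effect; % of control where 0% means no effect; nearly all actives have a fitted effect of over 45% in size; temperature-sensitive fusion mutants such as fzo1-1 at 37 °C on non-fermentable ethanol glycerol medium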
#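 Luminescent cell viability in 1536-well qHTS format served as the measure of rescued growth in ts fusion-mutant S. cerevisiae cultured on non-fermentable YPEG for 48 hours at 37C.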
# * marks the source's active call; other numbers are inactive results; u = inconclusive; x = no result given; [ ] = remark or other dose. Unless noted, calls come from the whole dose curve; as a rule, active = well fitted curve in the direction sought with a large enough effect; inconclusive = small, poorly fitted or top-dose-only effect, or another doubt; inactive = no such curve, though single readings can be large; an effect the other way counts as inactive or inconclusive.
SMILES,TSG101-PTAP inh,TCR activator,TSHR antagonist,Tb PFK block,BCR signal inh,B2AR arrestin,USP2a inh,Eya2 phos inh,ELG1 DNA repair,uPA surface inh,Mito fusion yeast
COc1cc(NC(=O)COC(=O)CC(C)(C)C)c(C)cc1[N+](=O)[O-],-2%,-2%[46.1 µM],-5,4%,0%,-0.5%,2%,-5%,u,8%,-1%
N#CSCC(=O)c1cccc2ccccc12,6%,7%[46.1 µM],-7,-16%,u,-1.0%,4%,-1%,-17%,-10%,11%
CCn1c(CSc2nc3ccccc3s2)nc2ccccc21,-1%,3%,-36,-4%,u,-1.4%,0%,-5%,-11%,3%,12%
CC(C)NC(=O)c1ccc(CSCc2ccccc2Cl)o1,2%,1%,1,3%,-12%,0.6%,2%,-9%,-6%,-4%,14%
CCOC(=O)c1nn(-c2ccccc2C)c(=O)c2c(N)scc12,-6%,-1%,8,17%,1%,0.0%,3%,-29%,9%,-5%,-1%
O=S(=O)(N/N=C\c1ccc2c(c1)OCO2)c1ccccc1,0%,-19%,7,1%,-1%,-0.1%,4%,-3%,9%,5%,-5%
Cc1ccccc1NC(=O)CSCC(=O)Nc1ccccc1C,0%,1%,1,-13%,20%,-1.5%,2%,-11%,u,3%,1%
CC(C)OCCCNC(=O)C1CCC(CNS(=O)(=O)c2ccccc2)CC1 (stereo unspecified),-6%,4%,32,0%,u,-0.5%,1%,-6%,-5%,0%,-4%
O=C(CCc1nc(-c2ccccc2F)no1)NC1CCCCC1,-5%,-1%,-2,0%,0%,0.1%,-1%,4%,7%,-1%,7%
COc1ccc(NS(=O)(=O)Cc2ccccc2)cc1OC,-7%,8%,-3,-1%,-10%,0.1%,3%,8%,-2%,x,-1%
COc1cccc([C@@H]2Oc3ccc(OC)cc3C(=O)[C@H]2OC(=O)Nc2cc(OC)c(OC)c(OC)c2)c1,2%,-1%,2,-1%,u,-1.7%,0%,-1%,-1%,7%,-1%
CC(C)CC1(C)NC(=O)NC1=O (stereo unspecified),-3%,-3%,47,5%,-2%,-0.6%,-5%,-22%,-2%,1%,-3%
CCCSc1ccc([C@@H]2[C@@H]3C(=O)N(CC)C(=O)[C@@H]3[C@]3(C(=O)OC)CCCCN23)cc1,-9%,1%,179,0%,-3%,-0.3%,-9%,-24%,4%,11%,x
COc1ccc(Nc2nc(C)nc3c2nnn3Cc2ccccc2)cc1OC,-1%,1%[46.1 µM],5,-5%,26%,-0.1%,0%,5%,9.2µM*,-8%,5%
O=C(CSc1nccn(-c2ccc(F)c(F)c2)c1=O)NC1CCCC1,-2%,16%,-5,-3%,u,0.0%,2%,6%,7%,10%,-1%
COc1ccc2c(c1OC)C(=O)N1C2SC(C)(C)[C@H]1C(=O)NC1CC1 (stereo partly specified),1%,10%,-3,0%,0%,-1.2%,3%,8%,-15%,2%,2%
Cc1ccc2nc(NC(=O)C3CCN(c4ncnc5sc(C)c(C)c45)CC3)sc2c1,14%,-1%,2,2%,0%,-0.1%,0%,9%,0%,-5%,1%
O=C(CCN1C(=O)c2cccnc2C1=O)NC1CCCCCC1,-1%,-2%,9,-8%,5%,-0.3%,1%,-7%,-2%,-5%,-11%
Cc1ccc(C(O)c2cccnc2)o1 (stereo unspecified),-6%,-2%,-2,2%,-2%,0.4%,0%,8%,-2%,0%,-1%
O=C(COC(=O)Cc1c(F)cccc1Cl)NCc1ccc2c(c1)OCO2,0%,6%[46.1 µM],-15,2%,-6%,-1.1%,0%,2%,3%,-11%,x
O=C(Nc1cccnc1)c1cc(-c2cc(Cl)ccc2O)n[nH]1,-5%,1%,2,0%,u,-1.0%,0%,9%,u,u,-4%
O=C(CN1CCOCC1)Nc1ccc(Br)cn1,0%,0%,1,-2%,u,0.1%,-2%,-7%,13%,3%,0%
COCc1ccc([C@@H]2C[C@H]3CN(Cc4ccccc4C)C(=O)[C@]34CCCN24)o1,-3%,-3%,28,2%,2%,-1.1%,-1%,-2%,-2%,-12%,-1%
O=C(CN1CCCCC1)Nc1cccc(-n2cnnn2)c1,-7%,3%,1,1%,0%,-0.3%,0%,9%,0%,5%,-7%
COc1ccc(C(CNS(=O)(=O)c2ccc(C)cc2)N2CCN(C)CC2)cc1 (stereo unspecified),-3%,2%,5,-1%,6%,0.0%,5%,-9%,12%,-2%,-12%
CCN1C(=O)c2ccccc2Sc2ccc(C(=O)NCCCN3CCOCC3)cc21,-5%,-3%,-10,0%,5%,0.5%,10%,8%,14%,-3%,-2%
CC(=O)C1=C(O)C(=O)N(CCO)C1c1ccccc1 (stereo unspecified),-2%,-2%,7,1%,6%,-0.2%,2%,0%,10%,5%,3%
Cn1c(SCc2ccc(Br)cc2)nc2ccccc2c1=O,-2%,1%,-25,-2%,1%,-0.5%,1%,8%,-22%,0%,-8%
CN1C(=O)N(C)C2C1N(CN1CCCCC1)C(=O)N2CN1CCCCC1 (stereo unspecified),-4%,-4%,-2,-6%,1%,-0.4%,2%,2%,-1%,-2%,1%
CC(=O)N1N=C(c2ccc(C)cc2)OC1c1cccnc1 (stereo unspecified),-1%,x,17,4%,u,0.0%,0%,0%,u,-4%,2%
NC(=S)NC1CCS(=O)(=O)C1 (stereo unspecified),-2%,-1%,-1,-6%,-2%,-0.4%,1%,5%,0%,6%,1%
Cc1ccc(CNC(=O)c2cc3c(=O)n4cccc(C)c4nc3n(CC3CCCO3)c2=N)cc1 (stereo unspecified),x,x,-6,0%,4%,-0.4%,0%,-7%,-1%,x,1%
O=C(Nc1cccnc1)c1ccc(-c2ccccc2)cc1,-2%,6%,-3,7%,u,0.1%,-1%,-4%,u,-18%,-7%
CCn1c(SCc2nc3cc(OC)c(OC)cc3c(=O)[nH]2)nnc1-c1ccncc1,-2%,-12%,2,-3%,1%,-0.1%,1%,1%,-2%,8%,-3%
C=CCN(CC=C)C(=S)Nc1ccc2nsnc2c1,-4%,11%,32,10%,u,-0.6%,1%,4%,-13%,2%,4%
CCOC(=O)N1CCC(NCc2c(C(=O)N(C)Cc3ccccc3)nc3ccccn23)CC1,-1%,1%,6,-5%,-24%,-1.1%,0%,-5%,-6%,-2%,-3%

# Of the compounds above, 7 have an aryl methoxy group:
SMILES,TSG101-PTAP inh,TCR activator,TSHR antagonist,Tb PFK block,BCR signal inh,B2AR arrestin,USP2a inh,Eya2 phos inh,ELG1 DNA repair,uPA surface inh,Mito fusion yeast
COc1cc(NC(=O)COC(=O)CC(C)(C)C)c(C)cc1[N+](=O)[O-],-2%,-2%[46.1 µM],-5,4%,0%,-0.5%,2%,-5%,u,8%,-1%
COc1ccc(NS(=O)(=O)Cc2ccccc2)cc1OC,-7%,8%,-3,-1%,-10%,0.1%,3%,8%,-2%,x,-1%
COc1cccc([C@@H]2Oc3ccc(OC)cc3C(=O)[C@H]2OC(=O)Nc2cc(OC)c(OC)c(OC)c2)c1,2%,-1%,2,-1%,u,-1.7%,0%,-1%,-1%,7%,-1%
COc1ccc(Nc2nc(C)nc3c2nnn3Cc2ccccc2)cc1OC,-1%,1%[46.1 µM],5,-5%,26%,-0.1%,0%,5%,9.2µM*,-8%,5%
COc1ccc2c(c1OC)C(=O)N1C2SC(C)(C)[C@H]1C(=O)NC1CC1 (stereo partly specified),1%,10%,-3,0%,0%,-1.2%,3%,8%,-15%,2%,2%
COc1ccc(C(CNS(=O)(=O)c2ccc(C)cc2)N2CCN(C)CC2)cc1 (stereo unspecified),-3%,2%,5,-1%,6%,0.0%,5%,-9%,12%,-2%,-12%
CCn1c(SCc2nc3cc(OC)c(OC)cc3c(=O)[nH]2)nnc1-c1ccncc1,-2%,-12%,2,-3%,1%,-0.1%,1%,1%,-2%,8%,-3%
